# Screening results (PubChem BioAssay)
# IMPase inh = qHTS Assay for Identifying the Cell-Membrane Permeable IMPase Inhibitors; Inositol monophosphatase 1 (Rattus norvegicus), P97697; CHO-M1 cells, IP1 accumulation, HTRF TR-FRET ratio; inhibition (IP1 accumulation), % at 46.1 µM; 120,000 tested, under 10 active; active = well fitted curve in the direction sought with a large enough effect in the signal ratio, not every such curve was filed as active; inconclusive = small, poorly fitted or top-dose-only effect, or a change in a side signal; inactive = no such curve, though single readings can be large or run the other way; the % refers to the signal ratio;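 note: cells stimulated with carbachol in lithium chloride buffer; plate controls were DMSO basal wells for no effect and reference inhibitor wells for full effect; higher means more IMPase inhibition seen as more IP1 and lower FRET ratio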
# Target sequence (P97697 whole entry, looked up): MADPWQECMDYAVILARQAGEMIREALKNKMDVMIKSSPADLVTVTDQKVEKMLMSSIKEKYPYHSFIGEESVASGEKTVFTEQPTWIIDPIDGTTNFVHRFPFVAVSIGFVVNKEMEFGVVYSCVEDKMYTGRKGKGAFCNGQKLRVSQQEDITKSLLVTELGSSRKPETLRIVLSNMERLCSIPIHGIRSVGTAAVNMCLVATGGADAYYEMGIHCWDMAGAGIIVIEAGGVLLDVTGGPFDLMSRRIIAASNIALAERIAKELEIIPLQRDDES
#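 Measured: the HTRF emission ratio (665/620 nm) plus the 620 nm donor channel, each fitted to the Hill equation to give AC50. Cells were CHO-M1 given compounds up to 46 uM and a 30 min carbachol stimulation at 37C.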
# ALOX12 inhib = qHTS Assay for Inhibitors of 12-hLO (12-human lipoxygenase) | Polyunsaturated fatty acid lipoxygenase ALOX12 (Homo sapiens), P18054 | purified 12-hLO, xylenol orange hydroperoxide absorbance | Potency, µM (top dose mostly 57.1 µM), without a hit: at the highest dose activity change, negative = inhibition, actives largely listed as inhibitors | 150,000 compounds, 0.12% hits | AID 1452, 2008; note: potency is the fitted concentration of half-maximal effect; nearly all actives have a fitted effect of over 55% in size; many of its hits are not listed in these tables
#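 Xylenol orange chromogenic assay: hydroperoxide from 12hLO oxidises Fe(II), giving red-shifted Fe(III)-XO absorbance. Conditions: 150 nM enzyme, 40 uM arachidonic acid, 25 mM Hepes pH 7.0, 0.01% Triton X-100, 30 min, room temperature.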
# 15-hLO-2 inh = qHTS Assay for Inhibitors of 15-hLO-2 (15-human lipoxygenase 2). Potency, µM (top dose mostly 57.1 µM), for the others: at the top dose activity change, negative = inhibition, usual class: inhibitors. 110,000 compounds, 0.56% hits. AID 881, 2007. Polyunsaturated fatty acid lipoxygenase ALOX15B (Homo sapiens), O15296. purified 15hLO-2, xylenol orange hydroperoxide absorbance; note: potency is the fitted concentration of half-maximal effect; nearly all actives have a fitted effect of over 60% in size; many of its hits are not listed in these tables
# Target sequence (O15296 whole entry, looked up): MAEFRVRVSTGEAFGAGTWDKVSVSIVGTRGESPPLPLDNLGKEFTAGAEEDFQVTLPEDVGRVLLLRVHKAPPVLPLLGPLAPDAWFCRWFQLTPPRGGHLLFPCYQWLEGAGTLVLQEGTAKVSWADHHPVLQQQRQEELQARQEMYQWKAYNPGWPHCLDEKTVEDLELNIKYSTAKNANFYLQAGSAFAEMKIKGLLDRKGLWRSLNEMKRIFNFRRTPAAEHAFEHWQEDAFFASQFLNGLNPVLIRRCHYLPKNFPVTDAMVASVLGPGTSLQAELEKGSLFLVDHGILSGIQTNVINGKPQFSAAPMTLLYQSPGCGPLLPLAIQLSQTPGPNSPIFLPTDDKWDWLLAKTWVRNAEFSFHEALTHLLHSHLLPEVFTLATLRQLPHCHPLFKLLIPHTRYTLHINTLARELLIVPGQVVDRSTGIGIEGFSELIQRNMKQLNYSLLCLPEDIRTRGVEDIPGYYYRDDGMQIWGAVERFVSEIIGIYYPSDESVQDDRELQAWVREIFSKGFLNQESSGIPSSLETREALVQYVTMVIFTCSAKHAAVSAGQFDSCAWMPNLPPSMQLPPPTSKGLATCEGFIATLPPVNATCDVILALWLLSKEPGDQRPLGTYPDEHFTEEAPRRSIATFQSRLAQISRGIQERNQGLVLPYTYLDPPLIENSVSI
#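 Read-out: hydroperoxide product oxidises ferrous iron, measured as xylenol orange complex via the 573-to-405 nm absorbance ratio after 30 min. Reaction: 50 nM enzyme, 15 min compound preincubation, 45 uM arachidonic acid, 90 min RT, Hepes pH 7.5 with Triton X-100.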
# PNC inhibitor = High Content Assay for Compounds that inhibit the Assembly of the Perinucleolar Compartment | PC3M PTB-GFP, PNC prevalence imaging, 16 h; stronger effect = lower value | activity change (PNC), negative = inhibition, % at 10 µM | 140,000 compounds, 3.1% hits | AID 2417, 2010;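 active = readout at or below -70, meaning at least 70% loss of cells showing the perinucleolar compartment, a nuclear body marking cancer cells; inconclusive = readout between -30 and a set limit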;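 note: plate controls were DMSO wells for no effect and camptothecin positive control wells for full effect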
#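 PC3M cells stably expressing PTB-GFP, 750–1000 cells/well, treated 16 h at 37 °C with compound (23 nl of library stock), in duplicate. After paraformaldehyde fixation and Hoechst stain, imaged at 20x; PNC prevalence scored by image analysis.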
# * hit, by the source's call; u = inconclusive; x = no result given; & = joins results of further samples; [ ] = remark or other dose. Unless noted, calls come from the whole dose curve; as a rule, active = well fitted curve in the direction sought with a large enough effect; inconclusive = small, poorly fitted or top-dose-only effect, or another doubt; inactive = no such curve, though single readings can be large; an effect the other way counts as inactive or inconclusive. Unless noted, % is set by controls: 0 for no effect and ±100 for the full control effect. Not all compounds are listed (hit frequency here may not be typical).
SMILES,IMPase inh,ALOX12 inhib,15-hLO-2 inh,PNC inhibitor
O=C(Nc1nnc(-c2ccccc2)o1)c1ccc(Cl)cc1,-13,u,51%[activator],21
CC1CCc2c(sc3nc(CSc4n[nH]c(N)n4)[nH]c(=O)c23)C1 (stereo not given),x,-2%,x,-95*
Cc1oc(C)c(C(=O)Nc2ccc(CC(=O)O)cc2)c1C(=O)Nc1ccc(CC(=O)O)cc1,-17,3%,-10%,9
Cc1ccc(C(=O)C(OC(=O)COc2ccccc2C)c2ccccc2)cc1 (stereo not given),3,1%,-6%,61
CC(Sc1nnc(-c2cc3ccccc3o2)n1-c1ccccc1)C(=O)O (stereo not given),-3[1.84 µM],3%,5%[11.4 µM],11
O=[N+]([O-])c1cccc2c[nH]nc12,5,-14%,7%,x
Cc1ccc(-c2c3c(=O)n(C)c(=O)n(C)c3cn2-n2cnnc2)cc1,-18,0%,-2%,33
O=S1(=O)CCN2C=Nc3sc4c(c3C2=N1)CCCC4,-4,5%,8%,-6
O=C(CSc1nc2ccccc2c(=O)n1-c1ccc(OC(F)F)cc1)NCc1cccs1,-13,-4%,x,42
CN(C)/C=C(/C(=O)c1ccc(Cl)cc1)S(=O)(=O)c1ccc(Cl)cc1,5,-5%,x,38
COC(=O)c1ccccc1NC(=O)c1ccc(-c2cccc(Cl)c2)o1,-1,-1%,0%,11
CCOC(=O)C1CCN(C(C(=O)NC2CCCC2)c2ccc(C)cc2)CC1 (stereo not given),0,-7%,12%,u
CCN1CCN(CC(O)COc2ccc(C)c(C)c2)CC1 (stereo not given),16,-2%,12%,39
CCc1cc2c(Sc3nc4ccccc4s3)ncnc2s1,-4,-8%,7%,27
COc1ccc(OC)c(CCNC(=O)Cn2sc3nc(C)cc(C)c3c2=O)c1,7,u,u,-9
Cc1ncc(CO)c(/C=N/NC(=S)Nc2ccc(F)cc2)c1O,x,-3%,x,18
Cn1c(=O)c(=O)n(C)c2cc(S(=O)(=O)N3CCN(c4cccc(C(F)(F)F)c4)CC3)ccc21,0,0%,-9%,19
O=C1CC(NCc2ccco2)C(=O)N1CCc1ccccc1 (stereo not given),-1,-2%,2%,1
CN(C)S(=O)(=O)c1ccc(N2CCCC2=O)c([N+](=O)[O-])c1,x,0%,x,43
COCCNC(=O)c1cc(-c2ccc3c(c2)OCO3)on1,6,-5%,-11%,-2
Cc1ccc(C(=O)NC2CCSC2=O)cc1 (stereo not given),4,2%,-4%,26
CCOC(=O)c1cnn(-c2nc(-c3ccc(C)cc3)cs2)c1C(F)(F)F,-13,-9%,15%,u
N[C@@H](Cc1ccc(O)c(O)c1)C(=O)O,-2[20.6 µM],-5%[25.6 µM],4%[25.6 µM],x
O=C(Nc1nccs1)c1cc2c(s1)CCCCC2,-5,u,19%,-2
COc1cc(C2CC(=O)N(CC(=O)NCc3ccco3)c3ccccc3S2)cc(OC)c1OC (stereo not given),13,2%,3%,39
CC1CCc2nc(NC(=O)CN3CCN(Cc4ccc5c(c4)OCO5)CC3)sc2C1 (stereo not given),12,-11%,36%[activator],38
CCCCN(CC)C(=O)c1ccc(Cl)c(Cl)c1,2,-8%,0%,22
Cc1nnc(N(Cc2ccco2)C(=O)c2ccc(C#N)cc2)s1,1,4%,x,248
Cc1ccc(C(=O)Nc2nc(COc3ccccc3)cs2)s1,5,-12%,33%[activator],-20
COC(=O)CSc1nc2cc(OC)ccc2cc1C#N,-9,-4%,-4%,5
Cc1cc(C(=O)COc2ccccc2Cl)c(C)n1-c1ccc2c(c1)OCO2,x,-5%,x,-106*
N#Cc1ccc(-c2csc(NNC(=O)c3ccc(Br)cc3)n2)cc1,3,-2%,x,17
c1c2c(cc3sc(N4CCCCC4)nc13)OCCO2,x,-1%,x,49
CC(C)(C)NC(=O)c1c(F)c(F)c(F)c(F)c1F,x,1%,x,-27
CCN(Cc1ccccc1)C(c1cccc(C#N)c1)c1nnnn1C(C)(C)C (stereo not given),5,2%,-4%,u
CCOC(=O)N1CCN(C(=O)c2ccc(N3C(=O)CCC3=O)cc2)CC1,-7,2%,5%,-89*
COc1ccc(-c2csc(N3CCOCC3)n2)cc1OC,7,-4%,2%,-1
Cc1nnc(N)nc1C,4,-8%,1%,u
CCOc1ccc2nc(NC(=O)CSc3nc4c(c(=O)n(C)c(=O)n4C)n3CC)sc2c1,-3,0%,-6%,-23
Cc1cccc(C#Cc2ccccc2)n1,6&8,-5%&-5%,19%&3%,x

# Of the compounds above, these contain a tert-butyl group.
SMILES,IMPase inh,ALOX12 inhib,15-hLO-2 inh,PNC inhibitor
CC(C)(C)NC(=O)c1c(F)c(F)c(F)c(F)c1F,x,1%,x,-27
CCN(Cc1ccccc1)C(c1cccc(C#N)c1)c1nnnn1C(C)(C)C (stereo not given),5,2%,-4%,u

# Continued.
SMILES,IMPase inh,ALOX12 inhib,15-hLO-2 inh,PNC inhibitor
CC(=O)NC(Nc1nc2c(s1)CCCC2)(C(F)(F)F)C(F)(F)F,x,-1%,x,6
C=CCNC(=S)N/N=C(\C)c1cc(OC)c(OC)c(OC)c1,-3,-2%,x,u
Cc1ccc(OCCn2ccc(=O)[nH]c2=O)cc1C,2,-3%,-3%,u
CCCCC[C@H](O)c1cccc(OCc2ccc3ccccc3n2)c1,7,-12%,11%,x
CCN(CC)CCN1C(=O)C(O)=C(C(=O)c2cc3ccccc3o2)C1c1cccnc1 (stereo not given),u,-1%,-9%,-27
COc1ccc(N2CCN(Cc3cc(=O)oc4c3ccc3ccccc34)CC2)cc1,-1,-2%,-6%,21
COc1cc(/C=N/N=C2/C(=O)Nc3ccccc32)cc(OC)c1O,x,-1%,x,10
c1ccc(Cn2nnnc2C(c2ccccc2)N2CCN(c3nc4ccccc4s3)CC2)cc1 (stereo not given),9,-7%,12%,35
O=C(Oc1cccc2c(=O)[nH]ccc12)c1ccccc1,4,-17%,-2%,4
CCOC(=O)C(C)(C)N(Cc1cccc(C)c1)S(=O)(=O)c1ccc(Cl)c([N+](=O)[O-])c1,12,-7%,x,-22
CCCCC(=O)Nc1cc(OCC)c(NC(=O)c2ccccc2[N+](=O)[O-])cc1OCC,3,5%,-15%,-26
COc1ccccc1CNC(=O)COC(=O)/C=C/c1cccs1,x,-2%,x,26
CN(C)CC(O)COc1cccc(OCC(O)CN(C)C)c1 (stereo not given),u,8%,24%,51
O=C1c2ccccc2C(=O)N1CCCCN(C(=O)c1ccc([N+](=O)[O-])cc1)c1ccc(Cl)cc1,2,-12%,-8%,6
O=C(Cc1ccccc1)N1CCC(c2nc3ccccc3[nH]2)CC1,-2,8%,1%,-19
CC1CCN(CCCCOc2ccc(C(=O)c3ccccc3)cc2)CC1,20,4%,14%,31
O=[N+]([O-])c1ccc(-c2csc3[n+]2CCS3)cc1,4,-12%,-5%,10
CCc1cc2cc3c(cc2nc1SCC(=O)Nc1cc(C)on1)OCO3,-10,-11%,-7%,-16
CCC(C)N1C(=O)CCC1C(=O)N1CCN(c2ccccc2F)CC1 (stereo not given),1,-3%,-10%,-27
CCCCNC(=O)C1CCCN1C(=O)NC1CCCCC1 (stereo not given),4,5%,x,-100*

# Reprinted from the entries so far, 3 compounds:
SMILES,IMPase inh,ALOX12 inhib,15-hLO-2 inh,PNC inhibitor
CN(C)S(=O)(=O)c1ccc(N2CCCC2=O)c([N+](=O)[O-])c1,x,0%,x,43
COCCNC(=O)c1cc(-c2ccc3c(c2)OCO3)on1,6,-5%,-11%,-2
Cc1ccc(C(=O)NC2CCSC2=O)cc1 (stereo not given),4,2%,-4%,26

# The list continues.
SMILES,IMPase inh,ALOX12 inhib,15-hLO-2 inh,PNC inhibitor
CCOC(=O)c1c(NC(C)=O)sc2c(O)cccc12,6,u,-14%,-23
COc1ccc(N=C/C=C2\C=C(c3ccccc3)OC(C)(C)O2)cc1,14,-8%,x,-15
CC1CC(C)CN(C(=O)c2ccncc2)C1 (stereo not given),-6,-6%,2%,u
CN(C)C=Nc1c(C(=O)c2ccccc2)sc2nccc(N(C)C)c12,x,0%,x,29
CCOC(=O)c1nn(-c2ccccc2)c2nnc(Cc3ccccc3)c(=O)n12,x,2%,x,u
COc1ccc(N2C(=O)CSC2c2ccc3c(c2)OCO3)c(OC)c1 (stereo not given),0,-5%,-1%,u
O=C(c1ccc(F)cc1)N1CCN(c2ccc([N+](=O)[O-])c(N3CCCCC3)c2)CC1,5,-15%,-13%,u
CCSc1nnc(NC(=O)c2cccc(S(=O)(=O)N(C)c3ccccc3)c2)s1,x,0%,x,20
CCCC(C1=C(O)CC(C)(C)CC1=O)C1C(=O)CC(C)(C)CC1=O (stereo not given),15,2%,x,-12
Cc1[nH]c(=O)[nH]c(=O)c1S(=O)(=O)NCCc1ccc(S(N)(=O)=O)cc1,-7,1%,2%,48
COc1ccc(C(C#N)N2N=C(c3ccccc3)CC2c2ccccc2)cc1OC (stereo not given),x,4%,x,9
O=C(Nc1ccc(CSc2ccccc2)cc1)c1ccc(CN2CCOCC2)cc1,x,4%,x,-3
N#C/C(=C/c1ccc(N2CCCCC2)o1)C(=O)Nc1ccc(Cl)cc1,-1,-4%,-21%,-123*
COC(=O)c1ccc2c(c1)N(C)C(=O)CS2,-1,4%,1%,15
CCCn1nnnc1NC(=O)c1ccc2ccccc2c1,x,-5%,x,u
COc1ccc(NC(=O)C2CCC(N3C(=O)C4C5C=CC(C5)C4C3=O)CC2)cc1 (stereo not given),8,-4%,-1%,10
CC1(C)CC(O)C(C)(C)N1O (stereo not given),2,5%,u,81
CCOc1ccc2[nH]c(=O)c(CN(Cc3cccs3)Cc3nnnn3C(C)(C)CC)cc2c1,8,-5%,13%,-12
Cc1cc(C)cc(OCC(=O)OCC(=O)NCc2ccco2)c1,8,-2%,-3%,11
Cc1noc2ncnc(Sc3c(Cl)cccc3Cl)c12,1,-2%,-1%,14
CCOC(=O)c1ccc(NC(=O)CC2C(=O)N(c3ccc(F)cc3)C(=O)N2CCCOC)cc1 (stereo not given),2,-4%,-11%,-1
COc1ccc(CN2CC(C(=O)NCc3ccccn3)CC2=O)cc1 (stereo not given),2,4%,25%,34
CCOC(=O)c1cc2[nH]c3ccccc3c2[n+](-c2ccc([N+](=O)[O-])cc2)c1N,x,1%,x,7

# Part of the list above, with bars between the fields.
molecule | IMPase inh | ALOX12 inhib | 15-hLO-2 inh | PNC inhibitor
CCOC(=O)c1cc2[nH]c3ccccc3c2[n+](-c2ccc([N+](=O)[O-])cc2)c1N | x | 1% | x | 7
CCSc1nnc(NC(=O)c2cccc(S(=O)(=O)N(C)c3ccccc3)c2)s1 | x | 0% | x | 20
CCOC(=O)c1c(NC(C)=O)sc2c(O)cccc12 | 6 | u | -14% | -23
COc1ccc(C(C#N)N2N=C(c3ccccc3)CC2c2ccccc2)cc1OC (stereo not given) | x | 4% | x | 9
CN(C)C=Nc1c(C(=O)c2ccccc2)sc2nccc(N(C)C)c12 | x | 0% | x | 29
COC(=O)c1ccc2c(c1)N(C)C(=O)CS2 | -1 | 4% | 1% | 15
CCCC(C1=C(O)CC(C)(C)CC1=O)C1C(=O)CC(C)(C)CC1=O (stereo not given) | 15 | 2% | x | -12
